High-throughput results from PubChem.
TIM10 inh = inhibits growth of TIM10 yeast strain; S. cerevisiae TIM10 strain growth, BacTiter-Glo luminescence, 24 h; inhibition, % at 10 µM; 330,000 compounds, 1.4% hits;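 active = inhibition of 40% or more at the single tested concentration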;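 note: wild-type TIM10 isogenic control strain grown at permissive 25 °C; 0% = DMSO yeast wells and 100% = minimal medium wells without yeast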
tim23-1 inh = growth inhibitors of tim23-1 mutant yeast. S. cerevisiae tim23-1 growth, BacTiter-Glo luminescence, 24 h. inhibition, % at 20 µM. AID 463212. 330,000 compounds, 1.3% hits;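 active = growth inhibition of the mutant yeast at or above 50%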;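 note: temperature-sensitive mutant grown at 25 °C; plate controls were DMSO-treated mutant yeast for no effect and medium wells lacking yeast for full effect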
UPR XBP1 act = activators of adaptive arm of unfolded protein response (XBP1). AID 463104. 330,000 compounds, 0.33% hits. activation, % at 20 µM. CHO-XBP1 luciferase reporter, IRE1-XBP1 UPR activation, luminescence; percent of tunicamycin response, DMSO as zero;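 active = versus positive control, 20 µM dose yields 30% or more activation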;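 note: 100% = tunicamycin at 10 µg/mL and 0% = DMSO only wells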
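Assay system: CHO-XBP1 luciferase reporter cells; Schedule: 6 h treatment, 37 °C; Detection: glow luminescence from Steady-Glo reagent; Benchmarks: high control tunicamycin 10 µg/mL final, low control DMSO vehicle only.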
UPR CHOP act = activators of apoptotic arm of unfolded protein response (CHOP). CHO-CHOP luciferase reporter, UPR activation, luminescence; percent of tunicamycin response over DMSO baseline. 330,000 compounds, 0.34% hits. activation, % at 10 µM. AID 449763;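 active = at 10 µM dose, activation of 40% or more, normalized to positive control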;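 note: 100% = tunicamycin at 10 µg/mL and 0% = DMSO alone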
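Test system: CHO-CHOP cells, stable luciferase reporter of PERK-eIF2a-CHOP signalling | Quantity: 500 CHO-CHOP cells per well | Buffer or medium: F12 plus 10% serum | Compound dosing: 10 µM single point, 0.5% DMSO | Schedule: 6 h compound treatment, 37 °C | Signal: Luciferase luminescence | Control set: Tunicamycin high control, DMSO low control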
Mdm2 MdmX PPI = disrupts the human Mdm2-MdmX interaction | SaOS-2 split-luciferase Mdm2/MdmX complementation, luminescence | inhibition, % at 8 µM | 330,000 compounds, 3% hits | AID 485346;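 active = inhibition of at least 50% at 8 µM in the primary screen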
CXCR6 inh = blocks human CXCR6 beta-arrestin recruitment; O00574; 360,000 compounds, 0.36% hits; inhibition, % at 20 µM; AID 602244; CHO-K1 PathHunter CXCR6 beta-arrestin, luminescence; in the data active = inhibition above about 34%, passing the limit was not always enough;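 note: antagonist mode with CXCL16 agonist at 10 nM final; 0% = 10 nM CXCL16 with DMSO and 100% = unstimulated wells without agonist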
Target sequence (O00574 whole entry, looked up): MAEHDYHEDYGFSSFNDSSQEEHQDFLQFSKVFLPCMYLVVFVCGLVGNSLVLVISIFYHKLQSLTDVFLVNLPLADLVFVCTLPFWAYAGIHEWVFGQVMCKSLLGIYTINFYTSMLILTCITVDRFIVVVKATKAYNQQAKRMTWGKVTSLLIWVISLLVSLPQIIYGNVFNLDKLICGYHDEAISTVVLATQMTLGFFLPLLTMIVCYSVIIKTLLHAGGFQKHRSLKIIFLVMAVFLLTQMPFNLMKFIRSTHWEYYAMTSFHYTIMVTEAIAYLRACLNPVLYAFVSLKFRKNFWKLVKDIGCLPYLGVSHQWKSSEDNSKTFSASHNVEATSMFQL
APJ ag = agonists of human APJ apelin receptor. CHO-K1 APJ PathHunter beta-arrestin, luminescence; 0% DMSO wells, 100% apelin. activation, % at 20 µM. 330,000 compounds, 0.11% hits. AID 2520;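 active = activation more than six SD over the plate average, tested at 20 µM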;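 note: 0% = DMSO alone and 100% = apelin-13 at 10 nM; some results filed as inactive read as strong as hits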
Target sequence (P35414 whole entry, looked up): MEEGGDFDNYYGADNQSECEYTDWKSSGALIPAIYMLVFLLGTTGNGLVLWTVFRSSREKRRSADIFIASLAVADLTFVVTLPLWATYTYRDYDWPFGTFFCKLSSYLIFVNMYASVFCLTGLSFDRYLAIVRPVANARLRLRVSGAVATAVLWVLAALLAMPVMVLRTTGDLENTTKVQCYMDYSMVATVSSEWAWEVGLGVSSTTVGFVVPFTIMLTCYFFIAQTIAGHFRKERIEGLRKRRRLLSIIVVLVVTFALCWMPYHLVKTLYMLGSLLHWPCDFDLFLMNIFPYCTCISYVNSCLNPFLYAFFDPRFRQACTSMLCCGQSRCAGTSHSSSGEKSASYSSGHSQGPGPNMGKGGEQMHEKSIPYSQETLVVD
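Test system: CHO-K1 APJ beta-arrestin complementation cell line. Amount: cell density 1000 per well. Controls: DMSO negative, 10 nM Apelin-13 positive. Signal: luminescent beta-gal fragment complementation, chemiluminescent substrate. Read-out basis: agonist-driven arrestin binding to APJ. Timing: compound stimulation 90 min at 25 °C, detection 60 min.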
tim10-1 inh = growth inhibitors of tim10-1 mutant yeast; 330,000 compounds, 2.2% hits; inhibition, % at 20 µM; S. cerevisiae tim10-1 ts strain growth, BacTiter-Glo, 24 h;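 active = inhibition of at least 40%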;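 note: mutant grown at 25 °C; 0% = DMSO wells with yeast and 100% = wells holding no yeast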
APJ antag = blocks the human apelin receptor APJ. inhibition, % at 20 µM. AID 2521. 330,000 compounds, 0.32% hits. CHO-K1 APJ beta-arrestin complementation, luminescence;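 active = inhibition above about 40% at 20 µM, limit read from the data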;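 note: cells challenged with 10 nM apelin-13 agonist together with compound; plate controls were apelin-13 plus DMSO wells for no effect and DMSO wells lacking apelin-13 for full effect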
An asterisk follows results filed as active; . = not tested or not shown. Not all compounds are listed. The share of hits here may be higher or lower than overall.

Screens in order: TIM10 inh	tim23-1 inh	UPR XBP1 act	UPR CHOP act	Mdm2 MdmX PPI	CXCR6 inh	APJ ag	tim10-1 inh	APJ antag
1) Cc1ccccc1NC(=O)/C(C#N)=C\c1ccsc1
    17	34	1	2.2	-5	0	3	38	-8
2) O=C1CS/C(=C\[N+](=O)[O-])N1c1ccc(OC(F)(F)F)cc1
    5	8	-4	-1.7	8	6	-2	24	-6
3) O=C(COC(=O)c1ccc2ncsc2c1)NCc1ccc(Cl)cc1
    1	24	-2	1.2	-7	-12	-5	-4	2
4) C=CCSc1nnc2c(n1)OC(c1c(C)[nH]n(-c3ccccc3)c1=O)Nc1ccccc1-2 (stereo not given)
    3	18	3	-1.4	2	9	-1	14	15
5) Nc1nc(F)nc2c1ncn2[C@@H]1O[C@H](CO)[C@@H](O)[C@@H]1O
    0	-10	-4	-2.0	49	-3	1	-6	20
6) COc1ccc(NC(=O)c2cccc(F)c2)cc1Cl
    -4	13	1	3.0	-55	2	-4	-31	-8
7) COc1ccc(S(=O)(=O)NCCC(=O)OCC(=O)NC2CC2)cc1
    -1	3	-1	-0.9	2	2	-4	-13	-7
8) O=C1c2ccccc2C(=O)N1Cc1ccco1
    -7	11	2	-0.7	17	1	-1	-9	5
9) COc1cc2c3c(c1)C(C)CC(C)(C)N3C(=O)C2=O (stereo not given)
    -2	51*	7	-0.6	1	-5	-1	32	-14
10) CCOC(=O)c1cnc2cc(F)c(F)cc2c1N1CCOCC1
    0	-4	-5	0.1	-1	-2	-1	-11	18
11) O=C(c1cccnc1)N1N=C(C2CCCCC2)CC1(O)C(F)(F)F (stereo not given)
    10	0	-3	0.3	18	-6	0	22	10
12) Cc1ccc(Cl)cc1N1CCN(C(=O)CSc2ccsc2[N+](=O)[O-])CC1
    3	-8	-3	0.1	3	-2	-1	14	-19
13) CCOC(=O)C1CCCN(C(=O)CSc2ccc(NC(C)=O)cc2)C1 (stereo not given)
    -2	11	-1	0.2	19	0	-5	18	13
14) Cc1ccc(N2CC(C(=O)N3CCC(c4nc5ccccc5[nH]4)CC3)CC2=O)cc1C (stereo not given)
    0	-9	0	-0.7	13	8	-5	-19	-60
15) O=C(NC(=S)NCCc1ccccn1)c1ccco1
    -13	12	0	2.6	29	3	-4	14	-7
16) Cc1ccc(-c2cc3nc(C)cc(NCc4ccco4)n3n2)cc1
    29	58*	0	4.9	-111	0	0	41*	5
17) COc1cccc(CN2CC(C(=O)NCCOc3cccnc3)CCC2=O)c1 (stereo not given)
    -6	2	-5	0.6	18	-3	0	-2	-6
18) Cc1cc(C(N)=O)c2ccccc2n1
    16	13	0	-2.2	14	-2	-4	6	7
19) O=C(CCCc1cccs1)Nc1ccc2c(c1)OCO2
    1	11	4	1.9	-138	6	-3	-9	-6
20) COc1ccc(CCN2CC3=C(C2=O)C(c2ccccc2)NC(=O)N3C)cc1OC (stereo not given)
    -2	2	-2	-0.3	-9	-9	-1	-2	-9
21) COc1cccc(NC(=O)CN(C)C(=O)CCCc2c[nH]c3ccccc23)c1
    8	19	-1	1.7	29	10	-4	11	-5
22) CCN(CC)Cc1c(C(=O)N2CCc3ccccc3C2)nc2ccc(Cl)cn12
    -1	9	-1	-0.3	28	3	-2	-4	12
23) CCn1c(CCNC(=O)c2cccs2)nnc1SCC(=O)Nc1nc(-c2ccccc2)cs1
    11	5	-1	1.0	2	-1	0	-1	-3
24) O=C1CC(N2CCCCC2)C(=O)N1c1ccccc1 (stereo not given)
    17	14	-1	0.6	-4	0	1	31	5
25) COc1ccc(Nc2nc(NCc3ccco3)nc(N/N=C/c3ccccc3Cl)n2)cc1
    11	35	1	1.6	17	-15	0	24	-2
26) Cc1onc(-c2c(F)cccc2Cl)c1C(=O)N=C(N)N1CCCC1
    -26	-12	-4	-1.0	9	-7	-3	-41	26
27) O=C(CSc1nc2c(c(=O)n1-c1ccccc1)SCC2)N1CCOCC1
    -8	11	-3	-0.4	23	1	-1	20	7
28) CCOc1ccc(C(=O)NC2CCN(S(=O)(=O)CC)CC2)cc1
    7	9	3	1.7	10	1	-3	4	-7
29) CN(C)S(=O)(=O)c1cccc(NC(=O)COc2ccccc2C(=O)NCc2ccccc2)c1
    8	7	-2	0.8	15	-3	4	-4	-47
30) Cc1ccc(CNC(=O)C2CC(c3ccccc3[N+](=O)[O-])=NO2)cc1 (stereo not given)
    0	9	-2	0.8	8	-2	-1	6	-5

4 entries picked at random from those above:
Screens in order: TIM10 inh	tim23-1 inh	UPR XBP1 act	UPR CHOP act	Mdm2 MdmX PPI	CXCR6 inh	APJ ag	tim10-1 inh	APJ antag
20) COc1ccc(CCN2CC3=C(C2=O)C(c2ccccc2)NC(=O)N3C)cc1OC (stereo not given)
    -2	2	-2	-0.3	-9	-9	-1	-2	-9
6) COc1ccc(NC(=O)c2cccc(F)c2)cc1Cl
    -4	13	1	3.0	-55	2	-4	-31	-8
29) CN(C)S(=O)(=O)c1cccc(NC(=O)COc2ccccc2C(=O)NCc2ccccc2)c1
    8	7	-2	0.8	15	-3	4	-4	-47
19) O=C(CCCc1cccs1)Nc1ccc2c(c1)OCO2
    1	11	4	1.9	-138	6	-3	-9	-6

More entries follow.
Screens in order: TIM10 inh	tim23-1 inh	UPR XBP1 act	UPR CHOP act	Mdm2 MdmX PPI	CXCR6 inh	APJ ag	tim10-1 inh	APJ antag
31) COc1ccc(NC(=O)CSc2nnc(C)c(=O)n2N)cc1
    1	-11	-2	0.7	5	1	-1	-22	-12
32) CCOc1ccccc1NC(=O)CSc1ccc2nnc(-c3cccnc3)n2n1
    15	15	0	-1.4	-9	2	-2	7	0
33) CC(C)Oc1ccc(C(CC(=O)O)c2ccc(F)cc2)cc1 (stereo not given)
    -18	-1	-3	1.1	-1	0	-2	11	1
34) CC(=O)Nc1ccc(S(=O)(=O)NCCC(=O)Nc2cc(C)ccn2)cc1
    8	4	-1	2.0	-1	1	2	2	-3
35) O=C(c1cccc([N+](=O)[O-])c1)N1CCN(c2ccc(N3CCOCC3)nn2)CC1
    -2	7	0	0.6	15	3	-3	11	16
36) Cn1c(SCC(=O)NNC(=O)Nc2ccccc2)nnc1-c1ccccc1
    8	6	1	0.1	1	4	1	-13	12
37) CC(=O)c1ccc(OCCCC(=O)NC2CCCc3ccccc32)cc1 (stereo not given)
    -6	13	0	-0.6	-10	2	-3	2	4
38) CCN(CC)S(=O)(=O)c1cc(OC)c(Cl)cc1OC
    -6	12	-4	0.5	3	9	0	-3	1
39) Cc1ccc(S(=O)(=O)Nc2cc3c4c(c2)C(C)C(=O)N4CCC3)cc1 (stereo not given)
    13	6	3	0.3	-15	0	-3	-1	-3
40) CC(C)(C)c1ccc(NC(=O)CON=C(N)c2ccccc2)cc1
    4	24	2	2.0	-16	6	3	19	13
41) O=C(COC(=O)CNC(=O)c1ccc(Br)cc1)Nc1nnc(-c2ccccc2)o1
    -18	-8	-3	0.8	7	-1	-5	1	0
42) CCC(C)[C@H](NC(=O)N1CCCCCC1)C(=O)OC (stereo not given in full)
    -2	9	-1	-1.1	3	0	-4	-12	-9
43) CC1=NN(c2cccc(F)c2)C(=O)/C1=C/c1ccc(N(C)C)cc1
    0	17	1	5.0	13	16	-3	9	34
44) CCN(CC)S(=O)(=O)c1ccc(C(=O)NCC(=O)NCCCc2ccccc2)cc1
    1	7	0	-0.3	22	-1	1	-3	1
45) C/C(=N\c1nc2ccccc2n1C)c1cc(Cl)ccc1O
    0	5	-1	-0.6	7	-9	-3	7	-5
46) COc1cc(C(=O)OCC(=O)N2CC(C)OC(C)C2)cc(OC)c1OC (stereo not given)
    -4	19	-1	-0.2	-2	-1	-2	5	5
47) COc1ccccc1CN(C)C(=O)c1ccc(S(=O)(=O)Nc2c(C)n(C)n(-c3ccccc3)c2=O)cc1
    -8	5	-2	0.4	-13	-2	-2	0	13
48) CC1CCN(S(=O)(=O)N2CCCC(C(=O)NCc3ccc(F)cc3)C2)CC1 (stereo not given)
    9	15	-3	-0.6	14	3	-7	20	1
49) CCOC(=O)NCc1ccc(S(=O)(=O)Nc2ccc(C)cc2)cc1
    13	15	0	4.9	-10	-4	9	14	2
50) Cc1c(C(=O)O)oc2ccc(S(=O)(=O)N3CC(C)CC(C)C3)cc12 (stereo not given)
    -3	10	-1	-0.9	10	0	-2	-2	18
51) CC1(C)CC(=O)C2=C(C1)NC(=O)NC2c1ccccc1Cl (stereo not given)
    6	-1	-4	0.0	13	2	-4	2	-7
52) O=S(=O)(c1ccc(Cl)nc1)N1CCCC1
    -1	11	1	-0.8	22	-13	0	0	13
53) CC(C)(C)C(=O)N1CCN(c2ccc(NC(=O)c3ccc4c(c3)OCCO4)cc2)CC1
    3	25	-2	-0.4	-8	-8	5	4	-6
54) N#Cc1ccc(NC(=O)CN2C(=O)NC3(CCCC3)C2=O)cc1
    5	-5	1	-0.2	-15	-3	0	-9	-11
55) CCN(CC(=O)NCc1ccc(Cl)cc1)C(=O)c1ccc2cc(OC)ccc2c1
    -1	11	0	-1.6	10	4	2	21	5
56) O=C(O)CSCC(=O)NC1CCCc2ccccc21 (stereo not given)
    -15	5	0	0.8	-9	-3	-3	-1	5
57) CCOc1ccc(NC(=O)c2cccnc2SC)cc1
    -10	19	1	-0.1	-2	-2	0	18	0
58) CCC(C)N(C(=O)COC(=O)CCc1c[nH]c2ccccc12)C1CCS(=O)(=O)C1 (stereo not given)
    -1	2	-4	1.4	-7	4	-2	7	11
59) Cc1ccc(CNC(=O)c2cc(-c3ccccc3)nn2CC2CC(c3cccc([N+](=O)[O-])c3)=NO2)cc1 (stereo not given)
    -26	18	-1	2.0	28	2	-1	-18	9
60) COC(=O)C(C)NC(=O)COc1ccc2ccccc2c1 (stereo not given)
    5	8	-3	-0.1	7	-9	-1	8	-3
61) COc1ccc(C2(C)NC(=O)N(CC(=O)N3CCc4ccccc43)C2=O)cc1OC (stereo not given)
    3	10	4	0.6	-13	6	-1	3	-14
62) Cc1ccccc1NC(=O)c1ccc(Cl)c(NC(=O)c2cccnc2)c1
    5	3	-2	0.4	14	.	-3	-1	-2
63) Cc1cc(C(C)(C)C)cc(S(=O)(=O)Nc2ccc(O)c(C(=O)O)c2)c1C
    -3	9	-2	0.3	-1	-3	-3	0	14
64) CCO[C@@H]1OC(C(=O)N2CCN(C)CC2)=C[C@H](c2ccc(C(F)(F)F)cc2)[C@H]1CCCO
    11	15	-2	-1.8	16	7	-3	8	20
65) CC1(C)CN(C(=S)Nc2ccc(F)cc2F)C1=O
    4	5	2	0.2	-1	8	-3	24	5
66) COc1ccccc1NC(=O)Cc1ccsc1
    -6	1	0	3.0	1	-1	11	4	11
67) CC(C)(C)OC(=O)C[C@H]1C/C=C\C[C@@H](CC(=O)N[C@@H](CO)Cc2ccccc2)C(=O)NC[C@H](c2ccccc2)OC1=O
    -4	3	1	0.4	5	-8	1	3	6
68) O=C(CSc1nnc(CNC(=O)c2cccs2)o1)c1ccc(Cl)cc1
    -5	17	-2	-0.9	8	-9	13	14	-20
